# M5 PAM: CHRM5 positive allosteric modulation; P08912; CHO-K1 hM5, Fluo-8 calcium, ACh EC20 PAM; 0% = ACh EC20, 100% = ACh EC100; activation, % at 3 µM; actives 0.3% (n = 360,000); AID 624038;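 active = activation above the run cutoff, the mean activation of all test compounds plus 3 SD, cut at about 18% in these data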
# Target sequence (P08912 whole entry, looked up): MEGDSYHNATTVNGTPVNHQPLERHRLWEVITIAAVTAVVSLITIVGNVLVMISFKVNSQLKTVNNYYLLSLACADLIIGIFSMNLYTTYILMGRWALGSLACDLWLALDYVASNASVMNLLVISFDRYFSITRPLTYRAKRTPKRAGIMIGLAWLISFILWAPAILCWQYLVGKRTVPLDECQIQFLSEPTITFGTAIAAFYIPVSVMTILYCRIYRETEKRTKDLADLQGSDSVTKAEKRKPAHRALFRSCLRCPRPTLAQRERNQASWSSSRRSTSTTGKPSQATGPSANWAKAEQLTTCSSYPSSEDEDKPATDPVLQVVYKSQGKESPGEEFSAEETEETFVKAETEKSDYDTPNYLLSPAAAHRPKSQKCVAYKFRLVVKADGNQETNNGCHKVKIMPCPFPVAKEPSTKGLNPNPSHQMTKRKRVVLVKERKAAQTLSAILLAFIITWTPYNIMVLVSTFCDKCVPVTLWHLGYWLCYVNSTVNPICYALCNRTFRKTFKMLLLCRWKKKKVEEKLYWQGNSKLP
#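 Measured by: Fluo-8 calcium fluorescence; material: human M5 receptor in CHO-K1 cells; schedule: Post-acetylcholine fluorescence recording 140 s; benchmarks: low control EC20 acetylcholine (0%), high control EC100 acetylcholine (100%); read-out: Max/basal fluorescence ratio as % of EC20–EC100 ACh window; compound: single dose, 3 µM nominal final test concentration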
# CHRM4 antagonist: antagonists of human muscarinic M4 receptor (CHRM4) | inhibition, % at 3 µM | actives 0.73% (n = 360,000) | CHO-hM4 cells, ACh EC80, Fluo-8 calcium fluorescence | AID 624125;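 active = inhibition above its plate's cutoff, the mean inhibition of sample wells plus 3 SD, cut at about 27% in these data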;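 also: 0% = acetylcholine EC80 with DMSO and 100% = DMSO without agonist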
# Target sequence (P08173 whole entry, looked up): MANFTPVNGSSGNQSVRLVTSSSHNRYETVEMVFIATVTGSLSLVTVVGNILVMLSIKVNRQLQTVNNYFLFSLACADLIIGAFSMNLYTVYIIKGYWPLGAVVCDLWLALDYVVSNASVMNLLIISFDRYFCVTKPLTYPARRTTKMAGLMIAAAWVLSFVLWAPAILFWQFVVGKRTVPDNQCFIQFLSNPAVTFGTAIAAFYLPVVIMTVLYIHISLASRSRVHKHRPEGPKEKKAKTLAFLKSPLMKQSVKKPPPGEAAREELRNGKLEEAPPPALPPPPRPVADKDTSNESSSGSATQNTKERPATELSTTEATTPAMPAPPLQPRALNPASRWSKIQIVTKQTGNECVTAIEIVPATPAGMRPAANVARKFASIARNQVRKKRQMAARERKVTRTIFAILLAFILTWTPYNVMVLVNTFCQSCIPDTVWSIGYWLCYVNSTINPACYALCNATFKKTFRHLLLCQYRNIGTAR
# CHRM1 PAM: positive allosteric modulators of human M1 muscarinic receptor; actives 0.088% (n = 360,000); activation, % at 3 µM; CHO-K1 hM1, Fluo-8 calcium fluorescence, ACh EC20; 0% = ACh EC20, 100% = maximal ACh; P11229; in the data active = activation above about 19%, passing the limit was not always enough
# M4 ag: agonists of human muscarinic M4 receptor (CHRM4) | CHO-K1 hM4/Gqi5, Fluo-8 calcium fluorescence; vehicle 0%, full acetylcholine response 100% | activation, % at 3 µM | actives 0.14% (n = 360,000) | AID 624127;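 active = activation above the run mean over all test wells plus 3 SD, cut at about 32% in these data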;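 also: peak over basal fluorescence ratio per well then scaled between controls; 0% = DMSO wells and 100% = acetylcholine at EC100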
# CHRM5 agonist: CHRM5 agonism in calcium assay | P08912 | CHO-K1 hM5 cells, Fluo-8 calcium fluorescence; 0% DMSO wells, 100% maximal acetylcholine response | activation, % at 3 µM | actives 0.19% (n = 360,000) | AID 624037;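 active = activation above the run's mean over test compounds plus 3 SD, cut at about 23% in these data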;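 also: signal is peak over basal fluorescence ratio across the kinetic read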
# M5 antag: blocks acetylcholine activation of human M5 receptor | inhibition, % at 3 µM | AID 624040 | P08912 | actives 0.59% (n = 360,000) | CHO-hM5 cells, Fluo-8 calcium fluorescence, ACh EC80;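 active = inhibition above a per-plate cutoff, the mean of that plate's test compounds plus 3 SD, cut at about 27% in these data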;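 also: 0% = acetylcholine EC80 with DMSO and 100% = DMSO without agonist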
# M4 PAM: CHRM4 positive allosteric modulation. CHO-K1 hM4/Gqi5, Fluo-8 calcium fluorescence, ACh EC20; 0% = ACh EC20, 100% = maximal ACh. activation, % at 3 µM. actives 0.4% (n = 360,000);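 active = activation above its plate's cutoff, the mean activation of sample wells plus 3 SD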; also: some results filed as inactive read as strong as hits
# CRFR2-BP ag: CRF-BP/CRF-R2 complex agonism | HEK293 CRF-R2/CRF-BP, calcium dye fluorescence (FLIPR); percent of saturating CRF peptide response | activation, % at 13.2 µM | AID 588473 | actives 0.46% (n = 350,000);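 active = activation of at least 50%, plus an integration ratio under a set limit after plate pattern correction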;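 also: plate controls were neutral control wells without compound for no effect and CRF at EC100 for full effect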
# CHRM1 antagonist: human CHRM1 antagonism; CHO-K1 hM1, Fluo-8 calcium fluorescence, ACh EC80 antagonist; actives 1.3% (n = 360,000); AID 588852; P11229; inhibition, % at 3 µM;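 active = percent inhibition above its own plate's cutoff, namely the mean of that plate's compound wells plus 3 SD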;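 also: peak over basal fluorescence ratio during 140 s after agonist addition; 0% = ACh EC80 plus DMSO and 100% = DMSO alone without agonist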
# Numbers without * were called inactive; . = not tested or not shown.
SMILES,M5 PAM,CHRM4 antagonist,CHRM1 PAM,M4 ag,CHRM5 agonist,M5 antag,M4 PAM,CRFR2-BP ag,CHRM1 antagonist
O=c1[nH]c(Cc2ccccc2)nc2scc(-c3ccccc3)c12,0,-8,-2,1,-4,9,0,1.5,-10
CCc1sc(C(=O)N(CCOC)c2c(N)n(Cc3ccccc3)c(=O)[nH]c2=O)cc1C,1,8,0,0,0,4,5,-1.5,1
C=CC[n+]1c(C)csc1Nc1ccc(C)cc1,-6,-2,-1,-1,-7,11,-3,0.2,-1
CCCCC(c1nnnn1C(C)C)N1CCN(C(=O)c2ccco2)CC1 (stereo not drawn),3,-3,11,1,0,7,-3,1.4,-2
Cc1ccc(O)c(NC(=S)NC(=O)C(C)C)c1,5,-8,6,0,-7,2,3,-2.5,-5
COc1cc(/C=N/NC(=O)CCN2CCN(c3ccccc3)CC2)cc(OC)c1OC,-3,4,7,1,-3,0,-7,-0.8,-2
CCSCc1nnc(SCC(=O)Nc2nccs2)n1CC,-2,2,-1,5,1,9,-10,-5.9,9
CC(C)(C)C(=O)COC(=O)c1ccc2c(c1)C(=O)N(Cc1ccco1)C2=O,-1,-23,3,6,2,2,0,2.0,-3
CCN1CCN(S(=O)(=O)c2cccc([N+](=O)[O-])c2)CC1,-2,-2,2,1,-1,-4,-2,-1.5,-2
Cc1ccc(O)c(-c2cc(C(=O)NCc3ccc4c(c3)OCO4)[nH]n2)c1,-3,6,-5,10,0,4,-2,-0.8,4
CCOC(=O)N(C)c1c(CC)nc2c(OCCOc3ccccc3)cccn12,-10,-6,-1,3,-3,12,1,.,1
O=C(NCS(=O)(=O)c1ccccc1)c1ccccc1,-13,-15,-4,6,-8,7,3,-1.6,2
Oc1ccc(CN2CCc3ccccc3C2)c2cccnc12,-5,4,2,0,-4,4,2,0.6,-11
CCN1C(=O)c2ccc(C(=O)Nc3c(C)cc(C)cc3C)cc2C1=O,1,11,7,1,-1,-8,-1,-0.7,-8
Nc1c(-c2ccc(C(F)(F)F)cc2)nc2ncccn12,-7,-4,.,1,-2,1,5,.,.
COc1ccc(S(=O)(=O)Nc2ccc3c(c2)C(=O)N([C@H](C)CO)C[C@H](C)[C@@H](CN(C)C(=O)Nc2ccccc2)O3)cc1,5,-9,11,0,7,2,14,0.8,-1
Cc1c(NC(=O)C(C)Sc2nccn2C)c(=O)n(-c2ccccc2)n1C (stereo not drawn),-19,-4,4,1,4,12,8,-1.4,-13
COc1ccc(NC(=O)CSc2nnc(Cc3ccc(C)cc3)c(=O)n2N)cc1,-9,-29,0,2,0,3,10,-1.8,4
O=C(CN1C(=O)C2CC=CCC2C1=O)Nc1nnc(C2CC2)s1 (stereo not drawn),-7,-24,6,1,1,3,12,3.1,-1
O=C(COC(=O)C1CC(=O)N(Cc2ccccc2)C1)Nc1ccc2c(c1)OCO2 (stereo not drawn),-1,10,11,1,1,-3,11,-1.4,-13
COc1cccc(OCc2cc(C(=O)N3CCN(C(C)=O)CC3)no2)c1,7,-8,8,2,1,2,1,-0.6,-9
C/C(=N\NC(=O)c1ccc(Cl)cc1)c1ccc2[nH]ccc2c1,-6,-8,1,1,-4,3,1,-0.5,4
CC1(c2nnc(-c3ccc(F)cc3)o2)CC(c2ccc(F)cc2)=NO1 (stereo not drawn),-2,3,2,3,-2,11,4,-1.3,-2
NC(=O)CC(NC(=O)Cc1cccc2ccccc12)c1ccc(NCC2CC2)c([N+](=O)[O-])c1 (stereo not drawn),2,-3,3,21,-1,13,2,0.1,-2
CCOC(=O)C1=C(C)OC(N)=C(C#N)C1c1ccc(C)o1 (stereo not drawn),-4,-8,8,2,0,-5,5,-1.6,-37
CCN(CC(=O)NCCc1ccccc1)S(=O)(=O)c1ccc(Br)cc1,-4,-14,-1,7,1,-2,-5,-1.2,-22
OC1CCN(C(=S)Nc2ccc(Oc3ccccc3)cc2)CC1,-6,-4,-4,7,0,4,-7,-0.7,8
CCCCCCCN1N=C(C)C(C(=O)c2ccccc2)C1=O (stereo not drawn),12,-5,7,0,-3,-5,7,1.0,-13
CCOc1ccccc1C(=O)Nc1ccc2c(c1)C(=O)NC2=O,5,6,5,1,1,8,-3,-0.6,-13
COc1ccc(-n2c(SC)nc(O)cc2=O)cc1,-2,9,-2,1,1,5,-1,-0.3,0
CCOC(=O)C1CCCN(C(=O)c2ccc3c(c2)C(C)(C)CCC3(C)C)CC1 (stereo not drawn),-7,2,-3,7,3,12,-5,.,2
COc1ccc(N(CC(=O)Nc2cc(C)ccc2OC)S(=O)(=O)c2c(C)noc2C)cc1,-8,-5,0,-1,-3,9,4,-0.5,0
COc1ccc(C(=O)N2CCN(Cc3cc(OC)ccc3OC)CC2)cc1,-3,0,7,0,-2,15,-2,-0.8,-14
O=C(Nc1cccc(Cl)c1N1CCOCC1)c1cc([N+](=O)[O-])ccc1N1CCOCC1,-1,-12,4,1,-3,17,0,-0.9,-1
CSc1ccccc1-c1cnc(NC(C)=O)cn1,-1,-20,4,1,-2,-4,16,.,-9
CN(c1ccc(OC(=O)CC2OC(=O)c3ccccc32)cc1)S(=O)(=O)c1ccccc1 (stereo not drawn),-20,-10,-1,14,0,9,-5,7.2,-7
O=C(COC(=O)c1cccc(S(=O)(=O)N2CCCC2)c1)Nc1ccccc1,-7,-8,2,8,-1,16,2,-0.3,-5
N#Cc1ccc(OCC(O)CS(=O)(=O)c2ccccc2)cc1 (stereo not drawn),4,7,11,1,0,10,3,-1.0,-6
O=CN1CCN(C(=O)c2ccccc2F)CC1,0,0,10,1,-2,0,10,-0.8,-16
C/C(=N\NC(=O)COc1ccc(C(C)(C)C)cc1)c1ccc(-n2ccnc2)cc1,-3,0,2,1,-1,3,-2,-2.0,1
COc1ccc(OC)c(N(C)S(=O)(=O)c2cc3c(cc2C)NC(=O)CO3)c1,-6,3,1,4,2,1,-2,-5.1,-1
CC1=NNC(=O)C1Cc1ccccc1 (stereo not drawn),-1,7,-2,0,-2,10,-3,-0.1,10
CCOC(=O)C1CCN(Cc2ccc(O)c3ncccc23)CC1,4,0,8,1,3,0,-3,0.0,-14
COc1ccc(Oc2nnc(C)c3ccccc23)cc1,0,-6,-1,-1,-6,-3,-3,0.8,-16
Cc1cccc(-n2c(CCN3C(=O)c4ccccc4C3=O)nc3ccccc3c2=O)n1,-2,-6,2,8,0,5,-2,0.3,-23
C#CC(C)OCC1CNC(=S)O1 (stereo not drawn),-4,-8,7,0,0,2,0,-0.6,-12
Cc1ccc(Cc2cnc(NC(=O)c3cccs3)s2)cc1,-3,-6,-2,0,2,3,-4,0.5,-25
COc1ccc(N2C(=O)CC(SCCc3nc4ccccc4[nH]3)C2=O)cc1 (stereo not drawn),-6,3,-2,3,3,5,-1,-1.7,-8
NC(=O)c1cc(Br)cc2c3c([nH]c12)CCCC3,-1,6,-10,0,-4,-3,-3,-0.9,5
O=c1cc(O)nc(SC23CC4CC(CC(C4)C2)C3)[nH]1,-4,1,2,0,3,4,6,-1.4,-23
CCc1nc2ccc(C(=O)Nc3cccc(OCC(=O)N(C)C)c3)cn2c1N(CC)CCOC,-7,-2,2,9,2,3,1,.,-11
CCOC(=O)C1CCN(C(=O)CCNS(=O)(=O)c2ccc(C)cc2)CC1,7,-8,0,2,-5,-6,7,0.6,4
O=C(CSC1=NS(=O)(=O)c2cc(F)ccc2N1)Nc1ccc(F)cc1,2,-7,9,0,2,-2,1,1.9,-9
CN1C(=O)CCS(=O)(=O)C1c1ccc(Cl)c(Cl)c1 (stereo not drawn),0,-12,13,2,0,-4,-1,-1.5,-13
Cc1nn(Cc2ccccc2)c(Cl)c1/C=C/C(=O)OCC(=O)N1CCCC1=O,5,0,-6,8,-2,5,-10,1.2,6
CCOC(=O)C1CCN(C(=O)CNC(=O)c2nn(-c3ccc(OC)c(Cl)c3)c(=O)c3ccccc23)CC1,-12,9,2,18,-1,22,-16,-2.2,7
Cc1onc(-c2c(Cl)cccc2Cl)c1COC(=O)c1ccc([N+](=O)[O-])cc1,-14,1,0,-2,-2,12,-6,-0.9,4
CC(C)(C)NC(=O)CSc1nc(N)cc(=O)[nH]1,4,-1,8,2,-2,-2,0,0.0,-10
Cc1ccc(-c2cc(C(=O)NN)n[nH]2)o1,5,-9,14,1,2,-6,0,0.2,-13
Cc1ccc(NC(=O)Cn2nnc(C(=O)NCCc3ccccc3)c2N)c(C)c1,2,2,20,0,-3,1,5,1.3,-16
O=[N+]([O-])c1cccc2nc(-c3ccccc3)c(-c3ccccc3)nc12,-6,2,9,0,-4,17,-5,-0.9,-5

# In the list so far, eleven have an aryl methoxy group.
SMILES,M5 PAM,CHRM4 antagonist,CHRM1 PAM,M4 ag,CHRM5 agonist,M5 antag,M4 PAM,CRFR2-BP ag,CHRM1 antagonist
COc1cc(/C=N/NC(=O)CCN2CCN(c3ccccc3)CC2)cc(OC)c1OC,-3,4,7,1,-3,0,-7,-0.8,-2
COc1ccc(S(=O)(=O)Nc2ccc3c(c2)C(=O)N([C@H](C)CO)C[C@H](C)[C@@H](CN(C)C(=O)Nc2ccccc2)O3)cc1,5,-9,11,0,7,2,14,0.8,-1
COc1ccc(NC(=O)CSc2nnc(Cc3ccc(C)cc3)c(=O)n2N)cc1,-9,-29,0,2,0,3,10,-1.8,4
COc1cccc(OCc2cc(C(=O)N3CCN(C(C)=O)CC3)no2)c1,7,-8,8,2,1,2,1,-0.6,-9
COc1ccc(-n2c(SC)nc(O)cc2=O)cc1,-2,9,-2,1,1,5,-1,-0.3,0
COc1ccc(N(CC(=O)Nc2cc(C)ccc2OC)S(=O)(=O)c2c(C)noc2C)cc1,-8,-5,0,-1,-3,9,4,-0.5,0
COc1ccc(C(=O)N2CCN(Cc3cc(OC)ccc3OC)CC2)cc1,-3,0,7,0,-2,15,-2,-0.8,-14
COc1ccc(OC)c(N(C)S(=O)(=O)c2cc3c(cc2C)NC(=O)CO3)c1,-6,3,1,4,2,1,-2,-5.1,-1
COc1ccc(Oc2nnc(C)c3ccccc23)cc1,0,-6,-1,-1,-6,-3,-3,0.8,-16
COc1ccc(N2C(=O)CC(SCCc3nc4ccccc4[nH]3)C2=O)cc1 (stereo not drawn),-6,3,-2,3,3,5,-1,-1.7,-8
CCOC(=O)C1CCN(C(=O)CNC(=O)c2nn(-c3ccc(OC)c(Cl)c3)c(=O)c3ccccc23)CC1,-12,9,2,18,-1,22,-16,-2.2,7

# Compound activity (PubChem BioAssay)
